RBX1-CUL1 inh: human ROC1-CUL1 E3 ligase inhibition. P62877+Q13616. in vitro K48 di-Ub FRET, acceptor:donor ratio, 45 min. inhibition, % at 10 µM. hit rate 0.6% among 140,000. AID 1347404; in the data active = inhibition above about 25%
Target sequence (P62877 whole entry, looked up): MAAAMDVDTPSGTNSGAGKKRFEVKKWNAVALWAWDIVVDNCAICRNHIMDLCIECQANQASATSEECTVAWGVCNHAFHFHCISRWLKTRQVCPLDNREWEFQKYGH
Target sequence (Q13616 whole entry, looked up): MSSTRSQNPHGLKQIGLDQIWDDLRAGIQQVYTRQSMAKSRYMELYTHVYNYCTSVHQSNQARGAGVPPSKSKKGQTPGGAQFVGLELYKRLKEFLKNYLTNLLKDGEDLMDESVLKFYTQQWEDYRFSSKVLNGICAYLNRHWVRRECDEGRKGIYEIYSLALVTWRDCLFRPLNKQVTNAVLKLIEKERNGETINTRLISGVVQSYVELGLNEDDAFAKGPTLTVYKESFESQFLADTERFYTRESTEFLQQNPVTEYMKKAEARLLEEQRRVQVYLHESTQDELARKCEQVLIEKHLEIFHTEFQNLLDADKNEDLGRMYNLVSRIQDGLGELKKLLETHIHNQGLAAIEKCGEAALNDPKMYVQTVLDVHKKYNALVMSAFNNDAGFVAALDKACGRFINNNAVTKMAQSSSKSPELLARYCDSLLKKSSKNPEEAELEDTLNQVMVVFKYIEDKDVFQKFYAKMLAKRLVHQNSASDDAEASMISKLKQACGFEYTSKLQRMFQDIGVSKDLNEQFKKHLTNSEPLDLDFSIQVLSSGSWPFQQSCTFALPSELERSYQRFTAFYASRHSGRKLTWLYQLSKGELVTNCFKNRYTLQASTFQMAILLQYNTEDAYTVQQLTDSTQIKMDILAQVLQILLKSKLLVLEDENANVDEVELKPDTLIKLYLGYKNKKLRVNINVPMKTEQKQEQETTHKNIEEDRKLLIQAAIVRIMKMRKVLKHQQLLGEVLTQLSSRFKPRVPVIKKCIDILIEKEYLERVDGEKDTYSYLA
The depositor's hits bear a star.

SMILES | RBX1-CUL1 inh
COc1ccc(CNC(=O)CCC2CCCN(C(=O)c3csnn3)C2)c(OC)c1 (configuration not stated) | -1.5
CCC(=O)N1CCc2cc(Br)cc(S(=O)(=O)NCCc3ccc(C)cc3)c21 | 6.5
CCOC(=O)c1cccc(-n2c(C)cc(C=C3C(=O)N(C)C(=O)N(C)C3=O)c2C)c1 | 4.4
Oc1ccc(Nc2ncnc3c2oc2ccccc23)cc1 | 3.2
CC1=CC(C)(C)Nc2cc(C(c3ccccc3)(c3ccccc3)c3ccccc3)ccc21 | 0.9
Cc1cc(C)n(C(=O)Oc2ccccc2)n1 | 2.9
CCOC(=O)C=C1CCN(C(=O)c2ccccc2)CC1 | 2.8
COc1ccc(CCNC(=O)CCn2c(=O)c3ccccc3n(CC(=O)Nc3cc(Cl)ccc3C)c2=O)cc1OC | -8.8
CCc1cccc(C)c1NC(=O)CSc1nnc(Cc2ccccc2)o1 | -0.1
O=C(Nc1cccc(O)c1)c1ccc2c(c1)C(=O)N(c1cccc(N3C(=O)c4ccc(C(=O)Nc5cccc(O)c5)cc4C3=O)n1)C2=O | -1.1
COc1ccc(Br)cc1C1Nc2c(F)cc(F)cc2C2C=CCC21 (configuration not stated) | 2.5
CC(C)Cn1c(SCc2ccc(Cl)cc2Cl)nc2ccccc2c1=O | 3.8
Cc1ccc(S(=O)(=O)c2nc(-c3ccccc3F)oc2N2CCCCC2)cc1 | 8.0
Cc1sc(-c2ccccc2)nc1-c1c[nH]c2ccccc12 | -8.8
CC(=O)c1ccc(C(=O)N2CCOC(Cc3ccccc3)C2)s1 (configuration not stated) | 6.2
COC(=O)CCCNC(=O)c1ccc2nc(C3CC3)oc2c1 | 3.5
Cc1ccc(-n2c(SCC(=O)c3ccccc3)nc3c([nH]c4ccccc43)c2=O)cc1 | -5.7
CC(C)NC(=O)C1CC(c2ccccc2Cl)=NO1 (configuration not stated) | -9.5
Cc1cccc(N2CCN(CCCNc3ncnc4onc(-c5ccc(Cl)cc5)c34)CC2C)c1 (configuration not stated) | 0.9
Cc1cccc(Cn2c(=O)c3c(nc4oc(C)cn43)n(C)c2=O)c1 | 13.9
CCc1ccc(NC(=O)c2cc3sc(Cl)cc3n2C)cc1 | -8.4
CC(=O)c1cc(CN2CCc3[nH]nc(-c4cccc(F)c4)c3C2)cs1 | 11.3
Cc1nc(NC(=O)c2sc3ccccc3c2Cl)ccc1Cl | -4.5
CCOC(=O)C1CCc2[nH]c3ccccc3c2C1C (configuration not stated) | -8.6
Cc1n[nH]c(C)c1CCOc1ccccc1Br | -4.1

Molecules listed so far with an aryl methoxy group, in the order listed:
SMILES | RBX1-CUL1 inh
COc1ccc(CNC(=O)CCC2CCCN(C(=O)c3csnn3)C2)c(OC)c1 (configuration not stated) | -1.5
COc1ccc(CCNC(=O)CCn2c(=O)c3ccccc3n(CC(=O)Nc3cc(Cl)ccc3C)c2=O)cc1OC | -8.8
COc1ccc(Br)cc1C1Nc2c(F)cc(F)cc2C2C=CCC21 (configuration not stated) | 2.5

Compounds from the list above that have bromine (three):
SMILES | RBX1-CUL1 inh
CCC(=O)N1CCc2cc(Br)cc(S(=O)(=O)NCCc3ccc(C)cc3)c21 | 6.5
COc1ccc(Br)cc1C1Nc2c(F)cc(F)cc2C2C=CCC21 (configuration not stated) | 2.5
Cc1n[nH]c(C)c1CCOc1ccccc1Br | -4.1

(listing goes on)
SMILES | RBX1-CUL1 inh
O=C(Oc1ccc(Br)cc1Br)c1ccccc1Cl | -1.7
CCc1c(C)nc2c(Br)cccc2c1Cl | 5.5
O=C1c2ccccc2C(=O)c2c(Cl)ccc3cccc1c23 | -4.9
COc1cccc(CCNc2ccc(-c3nc(C4CC4)no3)cn2)c1OC | 4.5
COc1ccc(NC(=O)CSc2nnc(-c3ccc(OC)cc3)s2)cc1 | -1.2
COC(=O)c1ccccc1-c1cc(C)cc2c1OC(CNC(=O)c1nc3ncccn3n1)C2 (configuration not stated) | 0.8
O=C1c2cccc3cccc(c23)C(=O)N1CC1CCN(S(=O)(=O)/C=C/c2ccccc2)CC1 | 17.5
Cc1nc(C)c(C(=O)N2CCC3(CCCN(CC(C)(C)C)C3=O)C2)s1 (configuration not stated) | -5.2
COC(=O)c1ccc(NC(=S)NC(NC(=O)c2cccc3ccccc23)C(Cl)(Cl)Cl)cc1 (configuration not stated) | -0.1
NC(=O)c1c(N)sc2c1CCCCCC2 | 0.2
CC(O)CN1CCN(C(=O)CN2C(=O)NC(c3ccccc3)(c3ccccc3)C2=O)CC1 (configuration not stated) | -3.0
CN(C)S(=O)(=O)N1C[C@H]2OC(=O)N(CCc3ccccn3)[C@H]2C1 | -5.2
CCCC12CN3CC(C)(CN(C1)C3c1ccccc1Cl)C2=O (configuration not stated) | -10.8
O=C(CCOc1ccccc1)N1CCC(N2CCC(C(=O)N3CCOCC3)CC2)CC1 | 2.2
Fc1ccccc1CN1CCCC(NC2CSCCSC2)C1 (configuration not stated) | 3.8
CCN1CCN(c2nnc(-n3cccc3C(=O)NCc3ccccc3OC)s2)CC1 | 3.9
Cc1ccc(OCC(=O)Nc2ccc(Cl)c(-c3nc4ccccc4[nH]3)c2)cc1C | -8.3
COc1ccc(F)c(C2c3c(n[nH]c3C(C)(C)C)OC(=N)C2C#N)c1 (configuration not stated) | -2.1
COc1ccccc1NC(=S)NC(C)=O | 10.5
CC1CCN(S(=O)(=O)c2ccc3c(ccn3CCC(=O)NCc3ccc(N(C)C)cc3)c2)CC1 | 1.9
Cc1cc(-c2n[nH]c(=S)n2CC2CCCO2)cs1 (configuration not stated) | 2.0
CCc1ccc(NC(=O)Cn2cnc3sc(C)c(S(=O)(=O)N4CCN(c5ccccc5OC)CC4)c3c2=O)cc1 | -2.2
O=C(O)CCCn1cc(NC(=O)COc2ccccc2F)cn1 | 1.9
COc1ccccc1CN1CCC(c2nc(-c3ccncc3)ncc2-c2cccc(C)c2)CC1 | -2.7
O=C1c2ccccc2C(O)(C(Cc2ccccc2)c2ccccc2)N1Cc1ccccc1 (configuration not stated) | 0.7

The list continues.
SMILES | RBX1-CUL1 inh
CCc1ccccc1NC(=O)c1ccncc1 | 1.3
CCc1cccc(NC(=O)CSc2nc(-c3cccs3)cc(C(F)(F)F)n2)c1 | -7.0
COc1cccc(NC(=O)CC2C(=O)OCCN2Cc2ccccc2)c1 (configuration not stated) | -20.5
Cc1ccc(-c2csc3[nH]c(=S)n(Cc4ccccc4)c(=O)c23)cc1 | -1.7
Nc1nonc1-n1nncc1-c1ccc2ccccc2c1 | 4.7
CCc1ccc(OCC(=O)Nc2ccc(S(=O)(=O)Nc3onc(C)c3C)cc2)cc1 | -0.3
CCOc1ccc(-n2c(SCC(=O)NCc3ccco3)nc3c([nH]c4ccccc43)c2=O)cc1 | 4.0
CC1CCN(c2nn3c(=O)c4c5c(sc4nc3c3ccccc23)CC(C)CC5)CC1 (configuration not stated) | -13.5
CCCN1CCN(CC(=O)Nc2ccccc2F)CC1 | 13.4
CCOc1ccc(N2CC(C(=O)Nc3cc(C)on3)CC2=O)cc1 (configuration not stated) | 4.7
COc1cccc(C(=O)NN2c3ccccc3CCc3ccccc32)c1 | 10.6
O=C(NC1CC(=O)N(CCc2cccc(Cl)c2)C1)C(=O)c1ccco1 (configuration not stated) | 5.9
Cc1cc(/C=C2\C(=O)NC(=S)N(c3cccc(F)c3)C2=O)c(C)n1-c1sc2c(c1C(=O)Nc1ccccc1)CCCC2 | 16.1
CC(=O)N1c2ccccc2N=C2CC(c3ccccc3Cl)CC(=O)C2C1c1ccc(C)cc1 (configuration not stated) | 7.2
O=C(NC1CCCC1)N1CCN(c2cccc(Cl)c2)CC1 | -9.5
Cc1ccc(NC(=O)Cn2c(=O)n(Cc3nc(-c4ccccc4)no3)c(=O)c3cc4c(cc32)OCO4)c(C)c1 | 2.0
O=C1C(Oc2ccccc2)C2(c3ccc(Cl)cc3)CC(c3ccccc3)Sc3ccccc3N12 (configuration not stated) | 2.0
CCc1ccc(NC(=O)CN(c2ccc(Cl)cc2)S(=O)(=O)c2ccsc2C(=O)OC)cc1 | 4.8
O=C(Nc1ccc(Cl)cc1)NC(Oc1ccccc1)(C(F)(F)F)C(F)(F)F | 6.5
COc1ccc(CNCC(N)=O)cc1OCC(O)CN1CCCCC1 (configuration not stated) | 11.8
CCOC(=O)c1cc(-c2ccc(C)cc2)n(CC(=O)Nc2ccccc2F)c1C | 2.2
Cc1nnc(N2CCC(C(=O)NCc3cccc(Cl)c3)CC2)c2nn(-c3ccccc3)c(C)c12 | 4.4
CCS(=O)(=O)N(C)c1ccc(C(=O)N2CCN(c3ccccc3OC)CC2)cc1 | -2.4
COc1cc(NC(=O)Cn2cc(C(=O)c3ccc(F)cc3)c(=O)c3ccc(C)nc32)cc(OC)c1 | -6.4
O=C(Nc1ccccc1C(F)(F)F)c1cc2nc(C(F)F)cc(C(F)F)n2n1 | 3.2

Four consecutive records already listed, for reference:
SMILES | RBX1-CUL1 inh
CCc1ccccc1NC(=O)c1ccncc1 | 1.3
CCc1cccc(NC(=O)CSc2nc(-c3cccs3)cc(C(F)(F)F)n2)c1 | -7.0
COc1cccc(NC(=O)CC2C(=O)OCCN2Cc2ccccc2)c1 (configuration not stated) | -20.5
Cc1ccc(-c2csc3[nH]c(=S)n(Cc4ccccc4)c(=O)c23)cc1 | -1.7

(further entries)
SMILES | RBX1-CUL1 inh
COc1cc(CCOCCc2cc(OC)c(C)cc2OC)c(OC)cc1C | -1.5
CCN(CC)c1ccc(/C=N/NC(=O)c2c[nH]c3ccccc23)cc1 | 5.6
CN(C)c1nccc(Nc2ccccc2)n1 | -5.3
O=C(c1ccc(Cl)cc1)N1CCN(Cc2ccco2)CC1 | -4.7
CCOC(=O)C(NC(=O)c1ccco1)(Nc1nnc(C)s1)C(F)(F)F (configuration not stated) | 9.9
CC(=O)NC1=NC(=O)/C(=C\c2ccc(N(C)C)c(Br)c2)S1 | 8.1
CC#CCN1C(=O)NC(CCc2ccccc2)(C2CCN(Cc3ccc(CC)o3)CC2)C1=O (configuration not stated) | 3.1
CCOC(=O)c1ccc(NC(=O)c2c(NCc3cc(OC)c(OC)cc3OC)sc3c2CCCC3)cc1 | -4.3
Cc1cc(NC(=O)c2sc(Nc3ccccc3)nc2N)no1 | 6.1
O=C(CC=Nc1ccc(Br)c(Cl)c1)c1ccc(Cl)cc1Cl | -13.7
CCCCc1ccc(NC(=O)CSc2nnc3[nH]c(=O)cc(C)n23)cc1 | -7.5
CCN(CC)c1ccc(C=C2C(=O)N(C)C(=O)N(C)C2=O)c(O)c1 | -0.7
CSCCC(=O)NCc1cccnc1Oc1c(C)cccc1C | -4.5
O=C(Nc1ccccc1)C(Cc1ccc2c(c1)OCO2)=NC(=O)c1ccco1 | -7.6
Cc1ccc(CNC(=O)c2cnc(N3CCCCC3)c3ccccc23)cc1 | -7.8
Cc1cc(CNC(=O)Nc2nnc(C)s2)no1 | 4.8
CCOC(=O)COc1ccc(C)cc1C(=O)c1ccn2nc(-c3ccc(F)cc3)cc2n1 | -7.5
Nc1cc(S(=O)(=O)O)cc(C(=O)O)c1O | 11.6
CCOc1ccc(NC(=O)CSc2nnc(CNC(=O)c3ccccc3Cl)n2C)cc1 | 2.9
CCCOc1ccc(C(=O)C2C(=O)C(=O)N(CCN(C)C)C2c2ccc(C)cc2)cc1 (configuration not stated) | 0.3
Cc1ccc(NC(=O)CC2Oc3ccccc3NC2=O)cc1C (configuration not stated) | -0.7
N#CC1=C(S)N(c2ccc(F)cc2)C2(CCCCC2)NC1=O | -7.6
O=C(NNc1ccccc1[N+](=O)[O-])c1ccccc1 | -1.8
Cc1cccc(OCc2cc(=O)n3c(-c4ccccc4)csc3n2)c1C | 0.2
CCN(Cc1ccncc1)C(=O)c1cc2c(s1)CCCCCC2 | 5.1

Reformatted as labelled records: entries from further up.
canonical_smiles: COc1cc(CCOCCc2cc(OC)c(C)cc2OC)c(OC)cc1C
  RBX1-CUL1 inh = -1.5
canonical_smiles: CC(C)NC(=O)C1CC(c2ccccc2Cl)=NO1 (configuration not stated)
  RBX1-CUL1 inh = -9.5
canonical_smiles: COc1ccc(CNC(=O)CCC2CCCN(C(=O)c3csnn3)C2)c(OC)c1 (configuration not stated)
  RBX1-CUL1 inh = -1.5
canonical_smiles: O=C(NC1CCCC1)N1CCN(c2cccc(Cl)c2)CC1
  RBX1-CUL1 inh = -9.5

Next entries
SMILES | RBX1-CUL1 inh
O=C1c2ccccc2C(=O)C12OC(c1ccc(F)cc1)C1(C(=O)c3ccccc3C1=O)C2c1ccc(Br)cc1 (configuration not stated) | -3.5
Cc1ccccc1OCc1nnc(SCC(=O)Nc2nnc(SCc3cccc4ccccc34)s2)n1C | 3.2
CSc1ccccc1C(=O)NCc1c(C)ncc2c1CCN(C(=O)CCc1ccccc1)C2 | 4.9
CCCSc1nc2c(c(=O)n(C)c(=O)n2C)n1Cc1ccccc1F | 4.7
OCC1(CCc2ccccc2)CCCN(Cc2cnc[nH]2)C1 (configuration not stated) | -4.1
COc1cc(NC(=O)Cn2cc(S(=O)(=O)N3CCC(C)CC3)c3ccccc3c2=O)cc(OC)c1OC | -10.9
O=C(CN1CCN(c2ccccc2F)CC1)Nc1ccc2ccccc2c1 | 13.7
Cc1ccc(S(=O)(=O)CCOC(=O)N2[C@@H]3C=C[C@@H](C3)N2C(=O)OCCS(=O)(=O)c2ccc(C)cc2)cc1 | 6.3
COc1ccc(-c2nc3cc(NC(=O)Cc4ccc(Cl)cc4)ccc3o2)cc1OC | -4.9
O=C1N=C2SC3C4CCC(C4)C3C(c3ccco3)C2S1 (configuration not stated) | 4.0
CC(=O)Nc1ccc(NC(=O)CCc2ccc(S(=O)(=O)NC3CCCCC3)cc2)cc1 | 7.6
Cc1ccc2nc(Cl)c3cc(C(=O)NCCCN4CCC(C)CC4)sc3c2c1 | -6.4
Cc1ccc(C(=O)Nc2nnc(Cc3ccc(Cl)cc3Cl)s2)cc1 | -8.3
C=CCn1c(Oc2ccccc2OC)nc2c1c(=O)n(C)c(=O)n2C | -5.1
N=C1N=NC(=O)N(c2ccccc2)C1Nc1cc(C(F)(F)F)cc(C(F)(F)F)c1 (configuration not stated) | 8.9
CC(C)Oc1ccc(OCCSc2nnc(-c3ccccc3)n2N)cc1 | -2.9
Cc1cccc(NC(=O)C2CC3CCC2C3)n1 (configuration not stated) | -5.6
CCCn1c(C)c(CC(=O)NCCc2cscn2)c2c1CC(C)(C)CC2=O | -1.6
Cc1ccc(NC(=O)c2cccs2)cc1C | -1.4

An excerpt; rates above refer to the full screens.
